Compound activity as filed in PubChem.
TPT1 inh – Candida albicans TPT1 enzyme inhibitors, primary screen, biochemical, fluorescence polarization; tRNA 2'-phosphotransferase TPT1 (Candida albicans SC5314); recombinant caTPT1, FP RNA substrate dephosphorylation; inhibition, % at 5 µM; 0.81% of 300,000 active; AID 1962, 2009;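 active = inhibition above the mean of all tested compounds plus 3 SD, set per screening campaign, cut at about 24% in these data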;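 also: plate controls were DMSO alone for no effect and ferristatin control at 100 nM for full effect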
MCL1 BIM primary – inhibitors of MCL1 binding to BIM-BH3, primary screen, biochemical, fluorescence polarization. 0.68% of 320,000 active. inhibition, % at 10.9 µM. Induced myeloid leukemia cell differentiation protein Mcl-1 (Homo sapiens), Q07820. GST-MCL1 / FITC-Bim-BH3 fluorescence polarization. AID 2057, 2009;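 active = inhibition above the mean inhibition of all tested compounds plus 3 SD, set per campaign, cut at about 40% in these data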;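 also: 0% = DMSO wells and 100% = unlabeled Bim-BH3 peptide control; higher means more loss of mP so more displacement of Bim peptide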
Target sequence (Q07820 whole entry, looked up): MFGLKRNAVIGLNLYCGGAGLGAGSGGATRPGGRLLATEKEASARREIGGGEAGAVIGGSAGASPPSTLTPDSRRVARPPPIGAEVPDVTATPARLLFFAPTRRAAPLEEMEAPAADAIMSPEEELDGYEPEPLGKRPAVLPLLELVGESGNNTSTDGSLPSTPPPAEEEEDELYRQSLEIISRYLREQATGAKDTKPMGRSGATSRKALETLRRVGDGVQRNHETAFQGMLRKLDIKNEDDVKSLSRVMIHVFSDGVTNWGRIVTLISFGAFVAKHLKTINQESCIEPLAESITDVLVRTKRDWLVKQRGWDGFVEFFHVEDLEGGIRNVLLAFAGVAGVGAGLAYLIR
GLD-1 TGE inh – GLD-1/TGE RNA complex disruptors, primary screen, biochemical, fluorescence polarization; purified GLD-1 + fluorescein TGE RNA; inhibition, % at 5.96 µM; 0.44% of 320,000 active;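 active = percent inhibition above a per-plate cutoff, the plate mean of test compounds plus 3 SD, cut at about 30% in these data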;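 also: 0% = DMSO wells with GLD-1 and probe and 100% = wells lacking GLD-1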
MEX-5 binding – MEX-5 zinc finger RNA-binding disruptors – biochemical, C. elegans, fluorescence polarization, MLPCN library, primary screen; Zinc finger protein mex-5 (Caenorhabditis elegans), Q9XUB2; MEX-5/FITC-TCR2 RNA binding; hits give low values; activity score (negative = inhibition of binding), % at 10 µM; 0.38% of 300,000 active; AID 1832, 2009;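 active = inhibition past about -25% in most replicates, and total fluorescence under double the plate's negative control median, limit read from the data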;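 also: 0% = DMSO and -100% = 5 µM competing unlabeled TCR2 RNA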
Target sequence (Q9XUB2 whole entry, looked up): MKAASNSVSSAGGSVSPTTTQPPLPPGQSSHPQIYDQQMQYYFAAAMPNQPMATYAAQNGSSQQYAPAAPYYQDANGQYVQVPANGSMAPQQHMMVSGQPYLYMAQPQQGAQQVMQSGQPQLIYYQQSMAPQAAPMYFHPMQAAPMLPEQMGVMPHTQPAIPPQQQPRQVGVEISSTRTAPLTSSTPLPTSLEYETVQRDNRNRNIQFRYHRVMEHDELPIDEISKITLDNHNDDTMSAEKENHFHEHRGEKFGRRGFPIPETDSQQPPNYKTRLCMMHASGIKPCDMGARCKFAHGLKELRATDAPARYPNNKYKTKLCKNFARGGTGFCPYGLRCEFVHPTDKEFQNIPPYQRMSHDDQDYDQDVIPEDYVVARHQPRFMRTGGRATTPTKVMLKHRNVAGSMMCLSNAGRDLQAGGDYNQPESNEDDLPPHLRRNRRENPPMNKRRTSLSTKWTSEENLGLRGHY
GSTO1 inh – inhibitors of recombinant GSTO1, primary screen, counter-screen for RBBP9 inhibitor project, biochemical, fluorescence polarization | Glutathione S-transferase omega-1 (Homo sapiens), P78417 | activity-based probe fluorescence polarization | inhibition, % at 5.96 µM | 1.1% of 300,000 active;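 active = inhibition above the campaign mean inhibition plus 3 SD, cut at about 35% in these data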;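 also: 0% = GSTO1-1 with DMSO and 100% = wells lacking GSTO1-1 enzyme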
PME-1 inh – PME-1 inhibitors via competitive probe labeling, primary screen, biochemical, fluorescence polarization, FP-Rh probe, HTS; AID 2130, 2009; 0.53% of 320,000 active; inhibition, % at 5.9 µM; recombinant PME-1; Protein phosphatase methylesterase 1 (Homo sapiens), Q9Y570;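 active = inhibition above the campaign mean of all compounds plus 3 SD, cut at about 26% in these data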;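 also: competitive labeling of PME-1 active site by serine hydrolase directed probe; 0% = PME-1 with DMSO and 100% = wells lacking PME-1 enzyme; inhibitors block probe labeling so polarization falls and inhibition rises; many of its hits are not listed in these tables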
BCLXL inh – inhibitors of human Bcl-xL, primary screen, biochemical, fluorescence polarization, HTS; Bcl-2-like protein 1 (Homo sapiens), Q07817; GST-Bcl-xL / FITC-Bim BH3 peptide fluorescence polarization; inhibition, % at 10.9 µM; 0.7% of 320,000 active; AID 2129, 2009;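 active = inhibition above the mean of all tested compounds plus 3 SD, cutoff set per campaign, cut at about 30% in these data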;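 also: 0% = DMSO wells and 100% = unlabeled Bim-BH3 peptide competitor; inhibitors lower millipolarization by displacing the labeled peptide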
Target sequence (Q07817 whole entry, looked up): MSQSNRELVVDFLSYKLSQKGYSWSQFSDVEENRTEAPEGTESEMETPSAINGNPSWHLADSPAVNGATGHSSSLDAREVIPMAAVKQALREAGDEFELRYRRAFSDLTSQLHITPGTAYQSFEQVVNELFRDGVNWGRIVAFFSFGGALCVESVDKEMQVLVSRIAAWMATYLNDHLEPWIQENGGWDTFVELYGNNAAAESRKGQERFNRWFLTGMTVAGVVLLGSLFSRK
PAD4 inh – human PAD4 inhibitors, primary screen, biochemical, fluorescence polarization, 1536-well format | 0.41% of 330,000 active | Protein-arginine deiminase type-4 (Homo sapiens), Q9UM07 | inhibition, % at 6.36 µM | recombinant PAD4, RCA probe fluorescence polarization | AID 485272, 2010;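 active = percent inhibition above a cutoff equal to the mean of all tested compounds plus 3 SD, cut at about 15% in these data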;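 also: 0% = PAD4 with RCA probe and DMSO and 100% = probe without PAD4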
Fam108B counter – mouse Fam108B serine hydrolase inhibitors, primary screen, counter-screen for RBBP9 inhibitor project, biochemical, fluorescence polarization; recombinant Fam108B, FP-Rh probe fluorescence polarization; inhibition, % at 9.51 µM; 0.33% of 300,000 active;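 active = inhibition above the screen mean inhibition plus 3 SD, computed separately per campaign, cut at about 18% in these data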;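 also: inhibitors lower polarization as less probe binds the enzyme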
* marks the source's active call; other numbers are inactive results; / = not tested or not shown. A portion of the library; the hit share may differ from the screen's.

1. CCCC12C(=O)C(C)(C(c3ccccc3)=C1c1ccccc1)C1C(=O)N(c3ccc(C)cc3)C(=O)C12 (stereo not drawn)
2. O=C(Nc1ccccc1C(F)(F)F)C1CCN(C(=O)c2cccs2)CC1
3. Cc1ccc(Nc2nnc(SCC(=O)c3ccc(O)cc3O)s2)cc1
4. CCc1ccc(C2C(=O)c3ccccc3C2=O)cc1
5. Cc1cc(C(=O)CSc2nnc(N)s2)c(C)n1C1CC1
6. CC(C)(C)OC(=O)NCCCCCNC(=O)c1[nH]cnc1C(=O)Nc1ccon1
7. Cc1ccc(S(=O)(=O)N2CCCCC2)cc1NC(=O)CSc1nncn1-c1ccccc1
8. Cc1onc(-c2ccccc2)c1C(=O)OCCOc1ccccc1F
assay / entry,1,2,3,4,5,6,7,8
TPT1 inh,0,2,1,2,0,/,3,-1
MCL1 BIM primary,5,-4,-8,1,5,4,-4,-1
GLD-1 TGE inh,1,0,-2,3,1,-2,-3,12
MEX-5 binding,0.4,1.2,-2.3,-3.6,-1.4,/,-4.3,1.8
GSTO1 inh,-6,4,14,-7,6,/,-1,0
PME-1 inh,-7,-2,37*,-4,-1,-3,11,-5
BCLXL inh,3,1,-6,4,3,4,-1,2
PAD4 inh,0,-2,-8,0,-3,2,-1,3
Fam108B counter,-3,0,8,1,-1,/,0,0

9. COc1ccc(NC(=O)C(Cc2ccccc2)NC(=O)c2ccco2)cc1OC (stereo not drawn)
10. Cc1ccc(C2=NOC(=O)/C2=C\c2ccccc2)cc1
11. NC(=O)c1ccc(NCC2CCCO2)c([N+](=O)[O-])c1 (stereo not drawn)
12. CCOc1ccc(NC(=O)Cc2ccccc2)c([N+](=O)[O-])c1
13. CCOC(=O)C1CCCN(C(=O)c2sc3nc(-c4ccc(F)cc4)cn3c2C)C1 (stereo not drawn)
14. CC(C)(C)c1ccc(-c2nn(CCC#N)cc2/C=N/O)cc1
15. CC(C)O/N=C1\C(=O)N(c2ccccc2)c2ccccc21
16. Cn1c(=O)n(CC(=O)Nc2ccccc2)c2ccccc21
assay / entry,9,10,11,12,13,14,15,16
TPT1 inh,1,-2,1,-1,1,3,-4,-4
MCL1 BIM primary,4,1,24,-8,10,3,0,4
GLD-1 TGE inh,1,0,12,6,-3,-6,2,7
MEX-5 binding,/,0.4,-11,0.4,-2.0,1.6,-3.9,0.5
GSTO1 inh,2,15,0,3,-4,4,1,7
PME-1 inh,3,-3,-1,1,0,7,6,0
BCLXL inh,2,6,27,1,8,8,1,3
PAD4 inh,-1,4,0,-2,0,-2,-2,-2
Fam108B counter,-1,1,1,6,-2,0,0,-2

17. Cn1c(N)c(C(=O)COC(=O)c2cc(-c3ccco3)nc3ccccc23)c(=O)n(Cc2ccccc2)c1=O
18. CC(CN1CCOCC1)OC(=O)C(C)(c1ccccc1)c1ccccc1 (stereo not drawn)
19. COc1cc(-c2nnc(CSc3nnc(N)s3)o2)cc(OC)c1OC
20. CN(C(=O)Cc1c[nH]c2ccccc12)C(C(=O)Nc1ccc2c(c1)OCO2)c1ccccc1 (stereo not drawn)
21. COc1ccc(Cc2nnc(NC(=O)c3ccccc3[N+](=O)[O-])s2)cc1
22. O=C(NCC1CCCO1)c1ccc(NC(=O)c2ccc(Br)cc2)cc1 (stereo not drawn)
23. COc1ccc(CCNC(=O)CS(=O)Cc2nc(-c3cccs3)oc2C)cc1OC (stereo not drawn)
24. CCOC(=O)Nc1ccc2c(c1)N(C(=O)CN(CC)CC)c1ccccc1C=C2
assay / entry,17,18,19,20,21,22,23,24
TPT1 inh,16,4,0,1,1,-2,3,-4
MCL1 BIM primary,43*,-6,-3,-10,2,-4,-2,-28
GLD-1 TGE inh,-4,-8,4,4,2,2,2,2
MEX-5 binding,-5.3,3.1,-2.3,3.1,2.0,-0.9,-0.1,0.8
GSTO1 inh,-11,-2,1,6,-22,4,3,2
PME-1 inh,-36,-1,3,2,0,-3,-2,2
BCLXL inh,19,-4,3,2,10,0,0,4
PAD4 inh,-18,-2,7,-4,-2,0,-7,2
Fam108B counter,-15,-4,-2,-1,-4,-3,1,-4

25. CCOc1ccc(-n2c(SCC)nc3c(c2=O)SCC3)cc1
26. CCOCCCNC(=S)N(CCN(C)C)Cc1cc2cc3c(cc2[nH]c1=O)OCCO3
27. Cn1cc(CCNCc2cn[nH]c2-c2ccc(-c3ccccc3)cc2)cn1
28. N#CCC(=O)Nc1ccc(C(=O)OCc2ccccc2Oc2ccccc2)cc1
29. CC(=O)N(CCCNC(=O)c1ccccc1)C(=O)c1ccccc1
30. CC1(C)NC(=O)N(CCOCCSc2ccccc2)C1=O
31. CC(=O)N1c2ccccc2N(Cc2ccc(C)cc2C)C(=O)C1(C)C
32. O=C(c1ccccc1)N1CCN(c2ncnc3c(-c4ccccc4)nsc23)CC1
assay / entry,25,26,27,28,29,30,31,32
TPT1 inh,1,3,-3,1,-5,-3,-7,-1
MCL1 BIM primary,-2,-6,5,-9,11,8,4,-3
GLD-1 TGE inh,6,7,-5,-4,-3,-2,11,10
MEX-5 binding,1.3,2.8,5.0,2.1,0.9,3.2,0.1,-1.1
GSTO1 inh,-3,4,7,-38,3,5,5,-1
PME-1 inh,5,-3,1,38*,1,1,-6,-1
BCLXL inh,4,-3,5,-7,8,0,1,2
PAD4 inh,0,1,-2,-3,-2,0,-4,-1
Fam108B counter,3,-3,3,3,-4,-2,1,-5

33. Cc1cc(=O)[nH]c(SCC(N)=O)c1C#N
34. COc1ccc(C2N=C(c3ccccc3)NC(c3ccccc3)=N2)cc1
35. Cc1sc(NC(=O)Cn2nc(C(F)(F)F)cc2C)c(C(=O)OC(C)C)c1C
36. CCCCn1c(N)c(N(CCOC)C(=O)c2cc(-c3ccc(F)cc3)nc3ccccc23)c(=O)[nH]c1=O
37. Cc1ccc2c(c1)C(O)(CC(=O)c1cccc(-n3cccc3)c1)C(=O)N2 (stereo not drawn)
38. O=C(O)CSc1nnc(-c2cc3ccccc3o2)n1-c1ccccc1
39. Cc1ccc(NC(=O)CCNC(=O)c2ccco2)cc1Cl
40. COc1cccc(CNCCc2c[nH]c3ccccc23)c1OCc1ccccc1
assay / entry,33,34,35,36,37,38,39,40
TPT1 inh,-4,3,1,1,4,-4,4,0
MCL1 BIM primary,-1,1,0,-7,3,0,-9,6
GLD-1 TGE inh,-6,1,4,12,3,2,-7,0
MEX-5 binding,1.0,0.5,-1.9,-3.5,2.2,1.8,-1.3,2.5
GSTO1 inh,-3,-2,-9,-5,2,-7,1,6
PME-1 inh,0,-1,0,1,-12,-3,0,0
BCLXL inh,0,2,0,-4,1,0,-7,6
PAD4 inh,0,4,0,-4,-1,-5,-4,-3
Fam108B counter,3,-3,-1,-1,-1,1,0,-3

An excerpt from above in order of their number in PAD4 inh, descending.
entry | SMILES | PAD4 inh
40 | COc1cccc(CNCCc2c[nH]c3ccccc23)c1OCc1ccccc1 | -3
36 | CCCCn1c(N)c(N(CCOC)C(=O)c2cc(-c3ccc(F)cc3)nc3ccccc23)c(=O)[nH]c1=O | -4
38 | O=C(O)CSc1nnc(-c2cc3ccccc3o2)n1-c1ccccc1 | -5

The results go on:
41. CCOC(=O)C(=CNc1ccc(Cl)cn1)C(=O)OCC
42. Cc1ccc2cccc(OCC(=O)N3CCc4ccccc43)c2n1
43. CC(NC1CCCC1)C(=O)Nc1ccccc1-c1ccccc1 (stereo not drawn)
44. CCOc1ccc(C(=O)NCCC2=CCCCC2)cc1OCC
45. Cc1c(N(C)C(=O)C2CCCN2S(=O)(=O)c2ccccc2)c(=O)n(-c2ccccc2)n1C (stereo not drawn)
46. CCc1nc(SCC(=O)Nc2cc(OC)ccc2OC)c2c(C)c(C)sc2n1
47. CCc1nc(NCCN)c(C#N)c2c1CSC(C)(C)C2
48. Cc1ccc(Nc2nc3ccccc3[nH]2)nc1
assay / entry,41,42,43,44,45,46,47,48
TPT1 inh,-3,0,-9,-5,3,-3,0,-1
MCL1 BIM primary,1,5,-5,-2,-4,4,6,4
GLD-1 TGE inh,0,3,-13,8,5,3,-2,1
MEX-5 binding,3.7,/,-1.4,-0.6,-0.5,0.1,2.7,/
GSTO1 inh,2,-3,-7,3,5,3,22,3
PME-1 inh,0,5,0,-4,-2,-1,-9,-4
BCLXL inh,6,2,1,-2,-1,2,2,1
PAD4 inh,0,-1,0,0,-1,0,7,-3
Fam108B counter,0,5,0,0,-7,1,1,4

Part of the list above, reformatted:
42	Cc1ccc2cccc(OCC(=O)N3CCc4ccccc43)c2n1
  TPT1 inh: 0
  MCL1 BIM primary: 5
  GLD-1 TGE inh: 3
  MEX-5 binding: /
  GSTO1 inh: -3
  PME-1 inh: 5
  BCLXL inh: 2
  PAD4 inh: -1
  Fam108B counter: 5

43	CC(NC1CCCC1)C(=O)Nc1ccccc1-c1ccccc1 (stereo not drawn)
  TPT1 inh: -9
  MCL1 BIM primary: -5
  GLD-1 TGE inh: -13
  MEX-5 binding: -1.4
  GSTO1 inh: -7
  PME-1 inh: 0
  BCLXL inh: 1
  PAD4 inh: 0
  Fam108B counter: 0

(more compounds)
49. COc1ccc(N2CCN(c3ncnc4scc(-c5ccccc5)c34)CC2)cc1
50. CCCCn1c(SCC(=O)N(CC)C2CCS(=O)(=O)C2)nnc1C(CC)N(C)C (stereo not drawn)
51. CCOc1ccc(NC(=O)CN(C)C(=O)c2sc3ccccc3c2Cl)cc1OCC
52. Cc1cc(C)nc(Nc2ccccc2Cl)n1
53. COCC(COS(N)(=O)=O)Cc1ccccc1 (stereo not drawn)
54. O=C(NCc1cccc(C(F)(F)F)c1)c1cccc(S(=O)(=O)N2CCN(Cc3ccccc3)CC2)c1
55. COc1ccc(O)c(CN2CCC(n3nccc3NC(=O)CCOc3ccccc3)CC2)c1
56. Cc1noc(C)c1COC(=O)c1ccc(S(=O)(=O)NCc2ccco2)cc1
57. Cc1noc(C)c1C(=O)N1CCOCC1
58. COC(=O)c1ccccc1NC(=O)CN(C)S(=O)(=O)c1cc(C)ccc1OC
59. CCOC(=O)c1cc(-c2ccccc2)sc1NC(=O)COC(=O)c1cccc(S(N)(=O)=O)c1
assay / entry,49,50,51,52,53,54,55,56,57,58,59
TPT1 inh,-4,-4,0,-4,0,-2,1,-4,0,4,2
MCL1 BIM primary,2,5,9,7,2,5,3,4,3,-5,2
GLD-1 TGE inh,-3,2,5,5,6,-6,2,-3,-3,4,-4
MEX-5 binding,-2.5,2.7,-0.3,-0.6,3.0,-4.0,2.7,-0.8,-0.3,-0.4,-2.2
GSTO1 inh,-2,3,7,0,7,-8,2,-4,-8,6,-2
PME-1 inh,-6,-4,5,-1,0,-13,4,1,-4,-3,-16
BCLXL inh,0,-4,7,4,5,4,4,7,5,-3,3
PAD4 inh,-1,-6,3,2,2,-2,-5,-1,-3,-2,2
Fam108B counter,-5,-2,0,0,8,-19,2,5,-1,0,-5
